# Apaf1 inhib = inhibitors of human Apaf-1 apoptosome; O14727; reconstituted apoptosome caspase-3 activity, DEVD-Rh110 fluorescence; inhibition, % at 20 µM; 330,000 tested, 0.71% active; active means inhibition of at least 40% at 20 µM;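 further: plate controls were DMSO wells for no effect and DEVD-CHO caspase inhibitor wells for full effect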
# Target sequence (O14727 whole entry, looked up): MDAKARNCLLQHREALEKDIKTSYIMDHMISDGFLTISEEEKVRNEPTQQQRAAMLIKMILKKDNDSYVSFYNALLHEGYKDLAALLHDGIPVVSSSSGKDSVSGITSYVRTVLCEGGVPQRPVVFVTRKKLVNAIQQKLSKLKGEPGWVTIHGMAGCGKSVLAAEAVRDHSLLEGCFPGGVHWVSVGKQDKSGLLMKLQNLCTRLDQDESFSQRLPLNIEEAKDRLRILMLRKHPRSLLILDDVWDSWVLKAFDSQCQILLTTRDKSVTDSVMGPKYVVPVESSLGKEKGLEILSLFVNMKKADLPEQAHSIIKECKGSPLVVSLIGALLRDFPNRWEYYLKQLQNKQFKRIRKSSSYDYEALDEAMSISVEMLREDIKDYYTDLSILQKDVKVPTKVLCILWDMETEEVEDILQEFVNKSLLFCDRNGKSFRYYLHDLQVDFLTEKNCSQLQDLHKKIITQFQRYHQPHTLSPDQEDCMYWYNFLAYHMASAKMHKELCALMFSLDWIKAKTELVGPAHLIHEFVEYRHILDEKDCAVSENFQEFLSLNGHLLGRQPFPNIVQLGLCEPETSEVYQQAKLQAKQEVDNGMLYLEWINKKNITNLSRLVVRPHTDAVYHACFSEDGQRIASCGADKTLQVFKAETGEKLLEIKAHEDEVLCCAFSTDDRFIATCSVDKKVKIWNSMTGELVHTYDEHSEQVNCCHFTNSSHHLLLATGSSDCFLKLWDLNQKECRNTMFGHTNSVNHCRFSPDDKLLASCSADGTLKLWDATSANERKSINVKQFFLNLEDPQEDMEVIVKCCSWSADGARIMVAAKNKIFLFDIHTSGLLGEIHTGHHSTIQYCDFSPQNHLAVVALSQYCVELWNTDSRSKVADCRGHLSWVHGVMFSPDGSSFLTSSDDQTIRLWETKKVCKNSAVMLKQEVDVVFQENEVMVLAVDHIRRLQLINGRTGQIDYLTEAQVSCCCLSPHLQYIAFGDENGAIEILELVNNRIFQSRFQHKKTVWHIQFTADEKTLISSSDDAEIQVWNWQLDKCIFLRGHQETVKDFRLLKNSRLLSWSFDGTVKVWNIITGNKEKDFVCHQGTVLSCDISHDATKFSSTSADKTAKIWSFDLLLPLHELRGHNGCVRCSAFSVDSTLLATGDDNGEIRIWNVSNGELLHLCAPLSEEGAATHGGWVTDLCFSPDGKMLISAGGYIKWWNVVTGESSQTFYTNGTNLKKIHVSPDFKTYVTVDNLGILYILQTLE
#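 Material: biochemical Apaf-1 apoptosome reconstitution. Medium: Hepes buffer, pH 7.5. Also added: cytochrome c activation, bis-DEVD rhodamine 110 substrate. Timing: 30 min compound preincubation, 50 min activation, room temperature. Measured by: rhodamine 110 fluorescence at Ex 480/Em 540 nm.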
# CCR6 antagonist = CCR6 (human) receptor antagonism; CHO-K1 CCR6 PathHunter beta-arrestin, luminescence, CCL20-stimulated; inhibition, % at 20 µM; 340,000 tested, 0.49% active;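 active means compounds whose inhibition of the agonist-driven luminescence signal at 20 µM reaches about 50%, limit read from the data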;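 further: cells stimulated with CCL20 at 14 nM final; plate controls were DMSO with CCL20 for no effect and DMSO without agonist for full effect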
# Gli-Sufu block = Gli-Sufu pathway antagonism; inhibition, % at 5 µM; Sufu-KO-LIGHT fibroblasts, Gli luciferase reporter luminescence; 340,000 tested, 0.74% active; AID 588413;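 active means inhibition above about 55%, limit read from the data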;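 further: 0% = DMSO-treated cells and 100% = wells with medium but no cells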
# Jurkat NFkB inh = inhibitors of the PMA/ionomycin-induced NF-kB reporter in Jurkat cells; PMA/ionomycin-induced NF-kB luciferase reporter, luminescence; inhibition, % at 4 µM; 330,000 tested, 0.53% active
# UBC13 polyUb = inhibitors of human UBC13 polyubiquitin chain formation; P61088; TR-FRET; inhibition, % at 20 µM; 330,000 tested, 0.47% active; AID 485273; in the data active means inhibition above about 45%, passing the limit was not always enough
# SENP8 inh = blocks the human protease SENP8; purified SENP8, Z-RLRGG-aminoluciferin cleavage, luminescence; Q96LD8; 330,000 tested, 1.2% active; inhibition, % at 10 µM
# 697 NFkB inh = inhibitors of the PMA/ionomycin-induced NF-kB reporter in 697 B cells. 697 B-cell NF-kB luciferase reporter, 16 h. inhibition, % at 4 µM. 330,000 tested, 0.33% active. AID 435022; in the data active means inhibition above about 35%
# EBI2 block = antagonists of human EBI2 receptor. EBI2 beta-arrestin recruitment, luminescence, 7a,25-OHC stimulated. 360,000 tested, 0.81% active. AID 651636. P32249. inhibition, % at 5 µM; in the data active means inhibition above about 38%;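 further: enzyme fragment complementation signal reports receptor beta-arrestin coupling in cells; 0% = agonist plus DMSO wells and 100% = wells without agonist; some results beyond the cut were filed as inactive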
# * marks the source's active call; other numbers are inactive results; . = not tested or not shown. Unless noted, no stated cut-off is given here; in the data, active means inhibition above about 50%; inactive means the rest.
SMILES,Gli-Sufu block,697 NFkB inh,UBC13 polyUb,SENP8 inh,CCR6 antagonist,Jurkat NFkB inh,Apaf1 inhib,EBI2 block
Cc1ccc(NC(=S)N2CCC(NC(=O)c3cccc(F)c3)CC2)cc1,-7,23,6,1,8,10,2,2
O=C(CCN1CCN(c2ccc(F)cc2)CC1)Nc1ccc(F)cc1,2,25,5,3,5,-8,0,6
CCOc1ccc(N2CC(C(=O)Nc3ccc(N4CCOCC4)cc3)CC2=O)cc1 (centres undefined),-2,10,-6,5,5,-6,5,-7
Cc1cc(C(N)=O)nn1-c1c(Cl)cc(Cl)cc1Cl,8,4,-3,1,5,0,0,0
Clc1ccccc1-c1nn2c(-c3ccncc3)nnc2s1,-10,1,7,-1,8,10,47*,-5
CCN1CCN(CC(=O)c2c(C)n(C)c3ccc(OC)cc23)CC1,62*,-7,-6,5,1,-8,-1,-4
CC(C)OC(=O)CC(=O)CSc1nc2c(cc1C#N)CCCCCC2,-2,-8,-2,-11,-3,-14,28,11
Cc1cccc(/C=N/NC(=O)c2ccc(NC(=O)c3cccc(Cl)c3)cc2)n1,33,5,-7,-8,-6,-5,15,2
O=c1cc(N2CCC3(CC2)OCCO3)[nH]c(=O)n1C1CCCCC1,1,-22,-4,-8,-6,-12,8,-5
O=C(O)CC/C(=N\Nc1ccc(S(=O)(=O)N2CCOCC2)cc1[N+](=O)[O-])c1cccs1,-6,-7,-157,-1,39,-23,20,3
COC(=O)CC(c1ccc(OC)c(OC)c1)c1ccc(OC)c(OC)c1,15,-4,-10,-3,7,-7,-14,-4
O=C(NCc1ccc(F)cc1)C1CC(=O)N(C2CCCCCCC2)C1 (centres undefined),-12,3,-5,-3,16,-6,5,0
Cc1nnc(NC(=O)CSCc2ccccc2)s1,-7,10,-10,-1,11,10,13,-2
CN1CCC(N(C)C(=O)c2ccc(Cl)c(S(=O)(=O)N(C)c3ccc(Cl)cc3)c2)CC1,8,-6,15,-10,13,-10,18,-1
CC(C)c1nc(SCC(=O)Nc2nc3c(s2)CCCC3)c2ccccc2n1,8,-170,19,-2,6,-3,15,-7
COc1ccccc1OCC(=O)Nc1ccc(C(N)=O)cc1,69*,11,-2,-1,6,9,-6,-10
CC(=O)N/N=C/C1=CCC2CC1C2(C)C (centres undefined),-1,5,5,0,3,3,-5,0
CC(C)NC(=O)C1CCCN(S(=O)(=O)c2cccs2)C1 (centres undefined),6,11,-6,5,12,9,-12,2
Cc1cccc(/C=C/c2nc3ccccc3c(=O)n2Cc2ccccc2)c1,0,-8,-8,-15,18,-18,22,0
O=S1(=O)C=C(SCc2ccc(F)cc2)Nc2ccccc21,23,13,-7,-1,2,-3,3,-3
COc1ccccc1C(=O)Nc1ccnn1C1CCN(Cc2ccc3nonc3c2)CC1,9,-29,-16,-2,9,15,6,-12
CC(C)CC(NC(=O)CCl)c1ccccc1 (centres undefined),1,26,9,0,3,11,-4,-8
CC1CN(c2c3c(nc4ncnn24)CCCC3)CC(C)O1 (centres undefined),.,-7,-6,-12,13,-5,6,-4
CC(C)NC(=O)C1CCN(c2ccc(S(=O)(=O)N3CCOCC3)cc2Cl)CC1,25,-20,-15,-2,7,-9,6,-3
Clc1ccc(-c2nc(-c3ccncc3)no2)c(Cl)c1,-75,-148,4,58*,-1,-106,-15,1
c1ccc(CN(Cc2ccco2)C(c2ccncc2)c2nnnn2C2CCCC2)cc1 (centres undefined),3,9,-17,2,2,0,19,1
Cc1ccc(C(c2nnnn2Cc2ccccc2)N2CCN(Cc3ccccc3)CC2)cc1 (centres undefined),3,5,11,2,23,18,19,19
CCN(C(=O)CSc1nnnn1-c1ccccc1)C1CCS(=O)(=O)C1 (centres undefined),-2,-11,-19,4,1,-8,1,-10
O=C(Nc1nc(-c2ccco2)c(-c2ccco2)s1)c1c(F)cccc1Cl,-7,5,-21,-1,9,0,5,2
CC(C)Cc1nnc(NC(=O)CCC(=O)NC2CCCCCC2)s1,-17,-11,1,3,-4,-1,-1,2

# Single values from the results shown.
# COc1ccccc1C(=O)Nc1ccnn1C1CCN(Cc2ccc3nonc3c2)CC1 in Gli-Sufu block = 9
# CC(C)NC(=O)C1CCN(c2ccc(S(=O)(=O)N3CCOCC3)cc2Cl)CC1 in Gli-Sufu block = 25
# c1ccc(CN(Cc2ccco2)C(c2ccncc2)c2nnnn2C2CCCC2)cc1 (centres undefined) in SENP8 inh = 2
# Cc1ccc(C(c2nnnn2Cc2ccccc2)N2CCN(Cc3ccccc3)CC2)cc1 (centres undefined) in SENP8 inh = 2
# CC1CN(c2c3c(nc4ncnn24)CCCC3)CC(C)O1 (centres undefined) in SENP8 inh = -12
# O=C(Nc1nc(-c2ccco2)c(-c2ccco2)s1)c1c(F)cccc1Cl in UBC13 polyUb = -21

# Later entries
SMILES,Gli-Sufu block,697 NFkB inh,UBC13 polyUb,SENP8 inh,CCR6 antagonist,Jurkat NFkB inh,Apaf1 inhib,EBI2 block
Cc1ccc(S(=O)(=O)c2cn(C)c3cc(N4CCN(C)CC4)c(F)cc3c2=O)cc1,14,15,9,-7,6,-8,2,-1
Brc1ccc(/C=N/c2nc3ccccc3n2CCN2CCOCC2)cc1,3,-1,-1,6,-12,-21,-4,0
C=C(C)COc1ccc(-c2ncnc(C(F)(F)F)c2-c2ccccc2)c(O)c1,-8,-7,-3,-6,15,14,9,18
COc1cccc(N2CCN(C(=O)CN(C)S(=O)(=O)c3ccc4c(c3)c(=O)n(C)c(=O)n4C)CC2)c1,6,1,-2,2,5,-8,1,-2
Cc1c(Cl)cccc1NC(=S)NCc1ccccc1,6,-17,-12,10,7,-8,21,5
Fc1ccccc1-c1nc(-c2ccncc2)no1,-90,-138,5,77*,4,-87,-11,-12
Cc1[nH]c2ccccc2c1/C=N/NC(=O)CNC(=O)COc1ccccc1,27,27,11,0,-3,4,10,-9
O=C(Oc1cccc(C(=S)N2CCCCC2)c1)c1ccccc1,1,-25,4,4,8,-2,10,-30
O=C(COC(=O)c1cc(=O)[nH]c2ccccc12)NCc1cccs1,30,13,24,4,8,14,0,-6
COC(=O)c1ccccc1NC(=O)Oc1ccc(C(C)C)cc1,1,12,3,-2,-10,-9,-1,8

# Record cards, from the list above. Order of values: Gli-Sufu block, 697 NFkB inh, UBC13 polyUb, SENP8 inh, CCR6 antagonist, Jurkat NFkB inh, Apaf1 inhib, EBI2 block
# COc1cccc(N2CCN(C(=O)CN(C)S(=O)(=O)c3ccc4c(c3)c(=O)n(C)c(=O)n4C)CC2)c1 is entered as 6, 1, -2, 2, 5, -8, 1, -2
# COc1ccccc1OCC(=O)Nc1ccc(C(N)=O)cc1 is entered as 69*, 11, -2, -1, 6, 9, -6, -10

# The listing continues.
SMILES,Gli-Sufu block,697 NFkB inh,UBC13 polyUb,SENP8 inh,CCR6 antagonist,Jurkat NFkB inh,Apaf1 inhib,EBI2 block
O=C(Nc1cccc(C(F)(F)F)c1)c1c(O)c2ccccc2[nH]c1=O,-7,-23,-5,1,-1,-15,1,5
COC(=O)c1ccccc1NC(=O)COc1ccccc1[N+](=O)[O-],0,-1,8,3,8,1,0,1
CC(=O)N1c2ccc(S(=O)(=O)NCCC(=O)NCCc3ccc(Cl)cc3)cc2CC1C (centres undefined),18,-7,4,1,5,15,-2,5
CC(C)(C)OC(=O)C[C@H]1C/C=C\C[C@@H](CC(=O)N(CCO)Cc2ccccc2)C(=O)N[C@H](C(C)(C)C)COC1=O,-2,16,1,3,-11,24,3,8
COc1ccc(S(=O)(=O)N(C)CC(=O)NCc2ccccc2)cc1OC,-3,0,5,5,16,-24,0,0
CCOC(=O)N1CCC(NC(=O)C2=CCN(S(=O)(=O)c3ccccc3)CC2)CC1,-5,1,-14,-11,-8,2,8,-7
Clc1ccc(-n2cnnn2)cc1,-15,1,2,-3,-4,9,-13,7
CN(C)C(=O)c1ccc(N/C=C(\C=O)c2nc3ccccc3o2)cc1,24,-11,-7,0,4,4,1,1
COc1cccc(CNC(=O)c2ccc(CS(=O)c3ccccc3)o2)c1 (centres undefined),-12,-20,-3,-8,-4,-8,9,1
O=C(c1cc2nc(-c3ccco3)cc(C(F)(F)F)n2n1)N1CCN(c2ccccn2)CC1,1,7,-16,-11,10,-4,15,-17
CNC(CC(C)C)C(=O)NC1C(=O)NC(CC(N)=O)C(=O)NC2C(=O)NC3C(=O)NC(C(=O)NC(C(=O)O)c4cc(O)cc(O)c4-c4cc3ccc4O)C(O)c3ccc(c(Cl)c3)Oc3cc2cc(c3OC2OC(CO)C(O)C(O)C2OC2C[C@](C)(N)C(O)C(C)O2)Oc2ccc(cc2Cl)C1O (some centres undefined),20,13,19,3,9,6,-3,1
O=C(CCN1CCCCC1)NCNC(=O)CCN1CCCCC1,6,5,0,1,1,-8,14,2
O=C(COC(=O)c1ccc(F)cc1F)Nc1ccc(Cl)cn1,-5,18,6,6,10,-5,-10,-17
S=C1NCN(Cc2cccnc2)CN1c1cccc(Cl)c1,4,-3,-3,-8,9,-5,-6,-4
O=C(CCC(=O)Nc1ccccc1)NNS(=O)(=O)c1ccc(Cl)cc1,1,-1,0,-3,-8,-4,-5,-11
COCCNc1ncnc2nc[nH]c12,2,-6,2,2,1,17,-2,6
CNC(=O)[C@@H]1C[C@H]1[C@@H](NC(=O)OCc1ccccc1)c1ccccc1,14,14,0,4,6,9,9,2
Cc1nnc(SCC(=O)Nc2ccccc2)[nH]c1=O,3,22,4,2,13,1,-16,-9
O=C1CS/C(=N/N=C\c2ccn[nH]2)N1,4,-2,-7,7,9,12,-5,5
O=C(O)CCNC(=O)c1ccc(Br)o1,6,13,4,4,-6,-3,-25,2
N=c1n(CCN2CCCCC2)c2ccccc2n1CC(O)COc1ccccc1 (centres undefined),19,5,12,0,14,23,30,8
CCOC(=O)Cc1csc(NC(=O)c2c(-c3ccccc3)noc2C)n1,15,10,2,10,9,1,-17,2
Cc1ccc(N2CCN(c3ccc(C)cc3)C2c2cccnc2)cc1,9,-17,6,-4,19,2,11,68*
CCO[C@@H]1OC(C(=O)NCc2nc3ccccc3[nH]2)=C[C@H](C(C)(C)C)[C@H]1CCCO,51,-63,2,-7,-1,73*,1,-7
O=C(NC1CCN(Cc2ccccc2)CC1)c1cc(S(=O)(=O)Nc2ccc(F)cc2)ccc1Cl,34,-24,4,2,-1,10,15,15
COC(=O)N1CCc2c(sc(NC(=O)C3=COCCO3)c2C#N)C1,-5,-53,-3,-4,4,43,-2,-5
COc1cccc(CN(C)CC(=O)Nc2ccccc2C(=O)Nc2ccccc2)c1OC,3,16,8,3,20,10,7,-2
CC(C)C(NC(=O)c1c(F)cccc1F)C(=O)NC1CC(C)(C)NC(C)(C)C1 (centres undefined),29,15,1,-1,-1,2,10,1
COc1ccc(Cn2c(=O)[nH]c3cc(C(=O)NCCCN4CCCCCC4)ccc3c2=O)cc1,20,-6,4,-6,-1,-6,-10,-5
CC(C)(C)c1ccc(Oc2ccc(N)cn2)cc1,27,1,-6,-4,1,3,10,-30
COc1ccccc1C(=O)NNC(=S)NC(=O)c1sc2ccccc2c1Cl,31,0,-26,-1,48,7,7,3
Cc1ccc[n+](/C(=C\C(=C=[N-])C#N)C(=O)c2ccc(Cl)cc2)c1,-3,-3,-13,-10,0,4,12,-11
Cc1cc2cc(CNC(=O)c3ccc(S(=O)(=O)N4CCOCC4)cc3)ccc2[nH]1,-13,11,-6,8,4,-2,25,11
COc1cc(/C=C/C(=O)N2CCN(C)CC2)cc(S(=O)(=O)N2CCc3ccccc32)c1OC,4,7,4,-2,5,-6,-20,-1
COc1cc(OC)c(C(=O)Nc2ccc(C(=O)c3ccccc3)cc2)cc1OC,-5,-6,8,7,13,-3,1,4
Cc1ccc(NC2=Nc3ccccc3CS2)cc1,-25,-331,0,75*,-6,-182,13,13
O=C(O)CN1CCCC1=Nc1ccccc1,-1,9,4,-8,-8,11,-28,0
O=C(CCNc1ccc(Cc2ccncc2)cc1)c1ccc([N+](=O)[O-])cc1,.,-14,1,-3,-2,31,-6,-3
CCC(=O)Nc1ccc(Br)cn1,4,9,1,0,-6,2,1,9
O=C(Nc1ccc(S(=O)(=O)Nc2nccs2)cc1)c1nn(-c2ccccc2)ccc1=O,-3,9,-4,2,-4,0,9,-13

# From PubChem BioAssay

# The list is partial, so the mix of outcomes need not match the whole.
